UHRF1 binding – blocks human UHRF1 binding to methylated DNA | inhibition, % at 4.4 µM | AID 687016 | hit rate 0.75% among 370,000 | Q96T88 | UHRF1 binding to methylated oligo, TR-FRET; in the data active means inhibition above about 21%;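 further: UHRF1 SRA domain binding a hemimethylated CpG hairpin DNA probe; 0% = median of test compound wells and 100% = reference inhibitor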
Tn6 DDE FP – disrupts Tn6 cyclic peptide binding to fibrin D-Dimer-E complex; P02675; Fibrin DD(E) TRITC-Tn6 fluorescence polarization displacement; inhibition, % at 8.3 µM; hit rate 0.21% among 370,000; AID 720509;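 active means inhibition above a per-campaign cutoff: mean of compounds within control limits plus 3 SD, cut at about 15% in these data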;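 further: 0% = median of all compound wells on the plate and 100% = blocking peptide control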
Target sequence (P02675 whole entry, looked up): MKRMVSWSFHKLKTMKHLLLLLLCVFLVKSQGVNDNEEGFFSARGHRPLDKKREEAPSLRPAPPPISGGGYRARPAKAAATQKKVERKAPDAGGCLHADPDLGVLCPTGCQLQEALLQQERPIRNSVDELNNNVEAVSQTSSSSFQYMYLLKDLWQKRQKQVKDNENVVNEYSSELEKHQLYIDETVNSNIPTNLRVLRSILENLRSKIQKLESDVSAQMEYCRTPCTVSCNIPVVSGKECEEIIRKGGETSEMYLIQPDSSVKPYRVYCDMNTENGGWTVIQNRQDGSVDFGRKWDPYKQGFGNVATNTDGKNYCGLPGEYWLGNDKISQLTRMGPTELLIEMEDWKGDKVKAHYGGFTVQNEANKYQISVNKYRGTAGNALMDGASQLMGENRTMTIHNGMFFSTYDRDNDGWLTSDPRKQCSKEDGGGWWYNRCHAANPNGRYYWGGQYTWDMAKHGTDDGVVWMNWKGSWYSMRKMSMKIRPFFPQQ
ASAP1 GAP inh – ASAP1 ArfGAP inhibition | Q9ULH1 | hit rate 0.19% among 360,000 | AID 624377 | ASAP1-stimulated ARF1 GTP hydrolysis, GDP FP detection | inhibition, % at 16.5 µM; in the data active means inhibition above about 25%;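 further: 0% = vehicle with enzyme and substrate and 100% = no enzyme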
Target sequence (Q9ULH1 325-724 limits assumed): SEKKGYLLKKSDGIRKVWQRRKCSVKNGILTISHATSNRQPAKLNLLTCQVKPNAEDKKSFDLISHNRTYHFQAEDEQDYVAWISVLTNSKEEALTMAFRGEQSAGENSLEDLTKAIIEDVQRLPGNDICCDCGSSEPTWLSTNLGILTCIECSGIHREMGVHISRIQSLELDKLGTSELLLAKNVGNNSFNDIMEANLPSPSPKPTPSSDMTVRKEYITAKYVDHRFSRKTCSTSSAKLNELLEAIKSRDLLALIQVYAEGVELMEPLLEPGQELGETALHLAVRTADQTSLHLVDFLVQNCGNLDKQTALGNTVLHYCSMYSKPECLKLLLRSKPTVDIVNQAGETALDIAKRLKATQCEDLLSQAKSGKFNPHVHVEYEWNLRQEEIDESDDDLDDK
PLC-gamma1 inh – PLC-gamma1 (human) inhibition, primary screen; P19174; purified PLC-gamma1, fluorogenic substrate, fluorescence; inhibition, % at 12.2 µM; hit rate 0.84% among 370,000; AID 720700; in the data active means inhibition above about 9.5%
NR1D1 modulator – modulators of human Rev-erb alpha DNA binding; P20393; Rev-erbα–FITC-DNA binding, fluorescence polarization, 90 min; activity, % at 10 µM; hit rate 0.79% among 370,000; AID 1259318;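 active means activity above about 14%, limit read from the data; passing the limit was not always enough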;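 further: 0% = DMSO wells with 35 nM protein and 100% = DMSO wells with 750 nM protein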
DDE Tn7 FP inh – inhibitors of Tn7 peptide binding to human fibrin DD(E) | inhibition, % at 8.3 µM | P02675 | FP displacement of FITC-Tn7 peptide from fibrin DD(E); 0% = median of compound wells per plate | hit rate 0.13% among 370,000;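 active means inhibition above the mean of compounds falling within the control limits plus 3 SD of them, cut at about 14% in these data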;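 further: 0% = plate median of compound wells and 100% = 10 µM Aha-Tn7 peptide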
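Assay system: Human clot-derived fibrin DD(E) complex | Buffer or medium: Tris/NaCl/CaCl2 buffer, pH 7.8 | Repeats: One replicate per compound | Benchmarks: Aha-Tn7 high control | Measure: % inhibition scaled between sample-field median and high-control FP | Schedule: 10 min plus 3 h, room temperature | Signal: Fluorescence polarization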
sPLA2-III inh – Inhibits HGIII-sPLA2 liposome hydrolysis, primary screen; QFRET BODIPY PC-A2 liposome hydrolysis, fluorescence; inhibition, % at 12.2 µM; AID 743126; Q9NZ20; hit rate 0.56% among 370,000;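 active means inhibition above mean plus 3 SD of compounds lying within the high and low control bounds, cut at about 19% in these data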;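 further: 0% = median of test compound wells and 100% = no enzyme DMSO wells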
ARFGAP1 inh – inhibits rat ARF GTPase activating protein 1; inhibition, % at 16.5 µM; Q62848; Arfgap1-stimulated ARF1 GTP hydrolysis, GDP FP detection; hit rate 0.26% among 360,000; AID 651572;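 active means inhibition above a per-plate limit, mean inhibition of low control wells plus 3 SD, cut at about 25% in these data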;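 further: 0% = DMSO wells with enzyme and 100% = wells lacking Arfgap1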
Target sequence (Q62848 1-136 limits assumed): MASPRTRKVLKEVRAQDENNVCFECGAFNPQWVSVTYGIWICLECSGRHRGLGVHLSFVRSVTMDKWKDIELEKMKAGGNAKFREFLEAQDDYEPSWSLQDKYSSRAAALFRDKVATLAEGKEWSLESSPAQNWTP
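Replicates: Single well per compound | Assay system: Truncated rat Arfgap1 GAP domain | Control set: No-Arfgap1 wells (100%) versus DMSO full-reaction wells (0%) | Times: Enzyme reaction 120 min at 25 °C after 20 min preincubation | Reagent: Human ARF1(Δ1-17)-GTP substrate | Measured by: Tracer-displacement fluorescence polarization with EDTA stop, 620/688 nm | Measure: Percent inhibition of Arfgap1-stimulated GTP hydrolysis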
proKLK7 act – activates the human kallikrein-7 zymogen. hit rate 0.9% among 370,000. P49862. purified proKLK7, EDANS-DABCYL substrate fluorescence; 100% is mature enzyme control, 0% vehicle. AID 652039. activation, % at 7 µM;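 active means activation above the mean of all tested compounds plus 3 SD, computed per campaign excluding outliers beyond control limits, cut at about 13% in these data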
PLC-beta3 inh – blocks human PLC-beta3 enzyme activity; Q01970; Purified PLC-beta3, fluorogenic substrate, fluorescence; inhibition, % at 12.2 µM; hit rate 0.18% among 370,000; AID 720704; in the data active means inhibition above about 11%;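 further: 0% = median of compound wells on plate and 100% = full blocker control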
* = called active by the depositor; . = not tested or not shown.

item	compound	UHRF1 binding	Tn6 DDE FP	ASAP1 GAP inh	PLC-gamma1 inh	NR1D1 modulator	DDE Tn7 FP inh	sPLA2-III inh	ARFGAP1 inh	proKLK7 act	PLC-beta3 inh
1	COc1ccc(NCc2cc3cc(OC)ccc3[nH]c2=O)cc1	-8	-1	8	-314	.	3	16	4	1.1	-307
2	O=C(Nc1cccc(O)c1)c1cccc(S(=O)(=O)N2CCCC2)c1	2	-3	-7	0	2	-5	-8	2	0.7	0
3	COc1ccc(C(=O)C2CCCN(Cc3cc(Cl)ccc3O)C2)c(OC)c1 (stereo not given)	0	7	-14	3	7	-4	-6	-8	0.1	-4
4	C[C@H](CO)N1C[C@H](C)[C@@H](CN(C)C(=O)NC2CCCCC2)Oc2ncc(Br)cc2C1=O	-2	-2	12	2	-1	-4	3	6	-0.2	4
5	Cc1ccccc1OCCC(=O)Nc1ccc(F)c(Cl)c1	-3	-3	6	5	-4	-3	-20	14	0.4	10
6	CCCCC(CC)CNC(=O)C1C2C=CC(C2)C1C(=O)O (stereo not given)	-1	9	-8	3	1	-2	5	-8	0.3	4
7	Cc1cccc(NNC(=S)Nc2c(C)cccc2C)c1	-1	-3	6	-1	-1	7	19*	-9	0.4	-8
8	CC(=O)Nc1ccc(S(=O)(=O)N(C)CC(=O)N(C)Cc2sccc2C)cc1	17	9	9	-3	-2	8	4	0	-0.8	-4
9	c1ccc(CCNc2ccc3nncn3n2)cc1	0	4	7	-3	-6	6	-7	14	0.8	-4
10	COc1cc(/C=N/NC(=O)c2cc(-c3ccccc3C)nc3ccccc23)cc(OC)c1O	0	-8	10	8	-3	-8	-12	0	0.3	-6
11	Cc1ccnc(SCc2cc(=O)c(OC(=O)c3cc([N+](=O)[O-])ccc3Cl)co2)n1	4	1	-2	6	2	4	3	-2	0.5	6
12	CC(=O)Nc1ccc(-n2c(C)ccc2-c2ccccc2)cc1	3	6	6	-9	1	-1	6	8	-0.2	-14
13	CC12CCC(=O)C=C1CCC1C2C(=O)CC2(C)C1CC[C@]2(O)C(=O)CO (stereo not given in full)	3	-7	-13	6	-1	5	-1	-1	0.0	3
14	CCC1(CC)C(=O)NN(c2ccccc2)C1=O	-2	5	-7	3	1	-4	5	1	-0.6	0
15	CCC1C(c2ccccc2)=CCC(C(=O)O)C1C (stereo not given)	4	6	1	6	2	0	12	2	-0.1	-3
16	Cc1[nH]c(C)c(S(=O)(=O)N(Cc2ccccc2)C(C)(C)C)c1C(=O)N1CCCC1	2	0	11	-1	2	-1	3	-11	-0.5	-1
17	COc1ccc([C@H]2CC(=O)C=C(c3ccccc3-c3ccccc3)C2)cc1	2	-7	-4	0	-2	5	1	1	0.4	-2
18	NC(=O)c1c(NC(=O)Cn2cnc([N+](=O)[O-])n2)sc2c1CCCC2	-2	-5	3	4	-6	7	3	-17	-0.2	-6
19	CC(=O)C1=C(O)C(=O)N(c2ccccn2)C1c1ccc(C)cc1 (stereo not given)	-1	2	-11	-20	-1	-10	1	-1	2.1	-36
20	Cn1c(CCC(=O)OCC(=O)NCc2ccccc2Cl)nc(=O)c2ccccc21	0	-3	0	-1	-7	-4	1	3	-0.4	-6
21	CC1=CC(C)(C)N=C(Nc2ccc(C)cc2)S1	-1	-2	-6	2	-1	2	1	10	0.6	-6
22	COc1cc(OC)c(OC)cc1CN1CCc2ccccc2C1	-1	3	-4	1	-2	2	-1	-7	0.0	4
23	COCc1cc(C)nc2sc3c(=O)oc(C)nc3c12	1	4	19	-1	4	-2	-11	1	0.4	-12
24	CCOc1ccccc1C(=O)Nc1ccccc1-c1ccccc1	2	-1	0	2	-1	-3	1	2	-0.1	-1
25	Nc1cccc(Nc2ccccc2)c1	-3	5	11	0	10	2	1	9	0.1	-1
26	Cc1nnc(SCC(N)=O)n1CC1CCCO1 (stereo not given)	-2	6	2	0	-2	2	4	1	0.3	-6
27	COc1cc(CNc2ccccc2SC)ccc1O	-1	-3	10	-17	1	-8	-4	3	0.3	-27
28	Cc1ccc(CSc2nc3ccccc3c(=O)n2CCCC(=O)NCc2ccco2)cc1	-3	2	-4	2	4	4	3	12	-0.1	2
29	COc1ccc(OC)c(N(CC(=O)N2CCCC2)S(=O)(=O)c2ccccc2)c1	2	-3	8	0	-4	2	5	11	-0.1	-3
30	Cc1ccc2nc(SCC(=O)N3N=C(c4cccs4)CC3c3ccc(F)cc3)nc(=O)n2c1 (stereo not given)	1	-1	14	-1	-4	4	-10	8	0.4	0
31	Cc1ccc(S(=O)(=O)NC(=O)Nc2cc(C)no2)cc1	-1	-1	2	2	-2	-2	-4	-1	0.9	-2
32	Cc1ccc(Nc2cc(-n3cccn3)ncn2)c(C)c1	3	-5	-12	-5	-1	6	5	2	0.4	-5
33	COc1ccccc1NC(=O)/C(C#N)=C/c1cc([N+](=O)[O-])ccc1N1CCCC1	-2	0	-4	0	3	1	3	-1	-0.2	2
34	Clc1cccc2sc(N3CCN(c4ccccc4)CC3)nc12	2	-1	17	11*	-2	-4	16	8	0.5	3
35	O=C(N/N=C(\Cc1ncc[nH]1)c1ccccc1)c1ccccc1	-4	12	4	-14	-4	-3	-2	-4	2.9	-15
36	O=C(NCc1ccco1)c1cccc2ccccc12	4	-3	-6	1	0	-5	8	7	0.0	0
37	Cc1cccc(C)c1NC(=O)C1(C)CN(S(C)(=O)=O)CC(=O)N1CCc1c[nH]c2ccccc12 (stereo not given)	0	4	-2	3	-2	-8	-44	6	0.3	1
38	Cn1nc(C(=O)OCC(=O)Nc2ccc(SC(F)F)cc2)c2ccccc2c1=O	-2	-3	4	8	3	2	6	-1	-0.9	-7
39	Cc1cc(Cl)ccc1OCC(=O)NCc1ccncc1	-7	2	-4	-1	7	-6	1	-4	-0.4	0
40	Cc1nc([N+](=O)[O-])c(Sc2nc3ccccc3n2C)n1Cc1ccccc1	-1	-3	5	4	-1	-14	-9	8	-0.7	3
41	Nc1cc(=O)[nH]c(=O)n1-c1ccc(Cl)cc1	3	-2	5	8	5	-11	8	7	-0.6	8
42	CNC(=O)CN(c1cc(OCCOC)c(Cl)cc1Cl)S(=O)(=O)c1ccccc1	1	2	-7	1	4	-1	-1	0	0.3	0
43	CC1CCN(c2ncnc3nc[nH]c23)CC1	-1	8	18	2	-1	0	-2	4	-0.1	4
44	N/C(=N\OC(=O)CCC1CCCC1)c1ccc(Cl)cc1	-2	-3	0	4	5	1	4	4	-0.4	-1
45	COC(=O)c1ccc(C)c(NC(=O)CCSc2ccc(Cl)cc2)c1	12	2	0	-3	-1	6	-7	5	0.0	-2
46	CCn1nnnc1NCc1ccc(Cl)cc1	-2	2	8	9	-1	-5	1	19	0.2	-1
47	COc1ccc(C#Cc2cccc(-c3nc(C(=O)NCc4ccc(Oc5ccccc5)cc4)cc4c3[C@@H](CCO)N(S(=O)C(C)(C)C)C4)c2)cc1OC (stereo not given in full)	-1	-3	13	-9	5	0	12	7	-1.4	-8
48	C#CCN(C(=O)CC1C(=O)NCCN1C/C=C/c1ccccc1)C1CCCCC1 (stereo not given)	44*	3	-8	-2	3	4	2	5	-0.4	-2

An excerpt of these results, with values under each structure.
Results follow in this order: UHRF1 binding, Tn6 DDE FP, ASAP1 GAP inh, PLC-gamma1 inh, NR1D1 modulator, DDE Tn7 FP inh, sPLA2-III inh, ARFGAP1 inh, proKLK7 act, PLC-beta3 inh
(40) Cc1nc([N+](=O)[O-])c(Sc2nc3ccccc3n2C)n1Cc1ccccc1
    -1, -3, 5, 4, -1, -14, -9, 8, -0.7, 3
(41) Nc1cc(=O)[nH]c(=O)n1-c1ccc(Cl)cc1
    3, -2, 5, 8, 5, -11, 8, 7, -0.6, 8

Continued.
item	compound	UHRF1 binding	Tn6 DDE FP	ASAP1 GAP inh	PLC-gamma1 inh	NR1D1 modulator	DDE Tn7 FP inh	sPLA2-III inh	ARFGAP1 inh	proKLK7 act	PLC-beta3 inh
49	CN1CC[C@@H]2C(=O)N3CCc4ccc(-c5ccc6c(c5)OCO6)cc4[C@@H]3C[C@@H]21	21	-1	-3	-17	-6	12	0	1	-0.9	-19
50	O=C(CN1C(=O)NC2(CCCCC2)C1=O)Nc1ccc(F)cc1	4	11	6	1	0	5	-3	6	0.1	-6
51	COc1ccc(CCC(=O)Nc2ccc(OC)c(S(=O)(=O)N3CCCCC3)c2)cc1	0	4	10	4	-1	-1	-6	-6	0.2	-5
52	O=C(c1cccs1)N1CCOCC1	0	2	4	1	2	4	-4	0	0.6	0
53	CC(NC(=O)COC(=O)c1cc(Cl)nc(Cl)c1)c1ccccc1 (stereo not given)	5	0	1	0	-8	9	2	-5	0.2	-3
54	CCOc1ccc(NC(=O)CN2CCN(C(=O)C3CCCO3)CC2)cc1 (stereo not given)	0	-7	4	1	-3	-6	0	1	0.3	-1
55	Cc1c(C(=O)NCc2ccccc2C(F)(F)F)sc(=O)n1Cc1cccc(C(F)(F)F)c1	1	0	-7	-1	5	-5	-4	2	1.2	-6
56	O=C(Nc1ccccc1N1CCCC1)C1CCCO1 (stereo not given)	-1	3	5	-5	-4	8	7	-1	-0.1	-13
57	O=Cc1c[nH]c2ccc(S(=O)(=O)N3CCOCC3)cc12	-2	-5	2	0	-3	-1	-4	2	0.0	1
58	COC(=O)C1C2C=CC(C3CC23)C1C(=O)OCC(=O)c1ccc(OC)cc1 (stereo not given)	3	4	1	4	3	3	-4	-1	-0.6	3
59	Cc1ccccc1C(C)(O)c1cnc(C)n1Cc1ccccc1 (stereo not given)	4	4	-11	3	-4	7	-2	0	0.4	-3
60	COC(=O)c1cc(S(=O)(=O)N2CCN(C(=O)c3ccco3)CC2)cn1C	-4	-2	-1	2	2	4	0	8	-0.7	0
61	COc1cc(C(=O)Nc2ccc3c(c2)nc(C)n3C)cc(OC)c1OC	0	6	-4	-2	6	-2	-2	2	0.3	-2
62	Cc1cccc(Cn2cc(COC(=O)NCCc3ccccc3)nn2)c1	0	-1	.	-4	3	-9	-5	.	-0.7	-4
63	O=C(Cn1ncc(N2CCCC2)c(Cl)c1=O)c1ccc(Cl)cc1	2	-3	-8	2	3	8	5	5	0.1	1
64	CCOC(=O)C1(C)NC(c2ccc(OC)cc2OC)C2C(=O)N(c3cccc(OC)c3)C(=O)C21 (stereo not given)	-1	2	6	0	3	-2	3	5	-0.2	-2
65	CCOC(=O)N1CCC(NC(=O)c2cc(C(=O)NC3CCCC3)ccc2CO)CC1	-2	-1	0	1	-2	-6	-1	1	-0.2	1
66	COc1cc(OC)cc(-c2c(-c3cccs3)c3cc(-c4ccc(SC)cc4)ccc3n2C)c1	0	6	0	-12	-6	-6	4	-10	-0.4	-17
67	O=C(O)CSCC(=O)Nc1ccc(C(F)(F)F)cc1	-3	2	-10	1	10	4	-1	2	0.2	0
68	CCc1ccc(OC(=O)c2cncc(Br)c2)cc1	-2	-3	-6	2	-1	-2	0	-1	-0.3	-2
69	CC1CCc2sc(C(=O)NN=C3CCCC3)cc2C1 (stereo not given)	0	6	8	-5	-9	6	2	-1	0.3	-4
